# From PubChem
# M5 ag: human M5 muscarinic receptor agonists, primary screen, CHO-K1 cells, Fluo-8 calcium fluorescence; Muscarinic acetylcholine receptor M5 (Homo sapiens), P08912; CHO-K1 hM5 cells; 0% DMSO wells, 100% maximal acetylcholine response; activation, % at 3 µM; hit rate 0.19% among 360,000; AID 624037, 2012;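 active = activation above the run's mean over test compounds plus 3 SD, cut at about 23% in these data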;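 also: signal is peak over basal fluorescence ratio across the kinetic read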
# M4 ag: human M4 muscarinic receptor agonists, primary screen, CHO-K1 cells, Fluo-8 calcium fluorescence; AID 624127, 2012; CHO-K1 hM4/Gqi5; vehicle 0%, full acetylcholine response 100%; activation, % at 3 µM; hit rate 0.14% among 360,000;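 active = activation above the run mean over all test wells plus 3 SD, cut at about 32% in these data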;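 also: peak over basal fluorescence ratio per well then scaled between controls; 0% = DMSO wells and 100% = acetylcholine at EC100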
# Target sequence (P08173 whole entry, looked up): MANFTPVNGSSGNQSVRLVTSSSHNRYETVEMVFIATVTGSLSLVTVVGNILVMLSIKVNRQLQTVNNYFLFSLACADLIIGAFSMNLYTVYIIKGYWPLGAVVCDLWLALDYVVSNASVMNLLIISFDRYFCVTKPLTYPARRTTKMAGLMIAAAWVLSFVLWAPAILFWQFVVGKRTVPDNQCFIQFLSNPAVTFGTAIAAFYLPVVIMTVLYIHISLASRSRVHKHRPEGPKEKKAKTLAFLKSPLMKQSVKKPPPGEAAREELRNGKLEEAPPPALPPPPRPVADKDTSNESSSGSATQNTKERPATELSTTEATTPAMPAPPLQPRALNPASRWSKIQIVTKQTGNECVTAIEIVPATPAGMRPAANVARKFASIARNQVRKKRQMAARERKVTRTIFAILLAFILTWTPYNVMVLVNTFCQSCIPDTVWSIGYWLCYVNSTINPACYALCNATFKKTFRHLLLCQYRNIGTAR
# CHRM1 PAM: human M1 muscarinic receptor positive allosteric modulators, primary screen, CHO-K1 cells, Fluo-8 calcium fluorescence, 1536-well. CHO-K1 hM1, ACh EC20; 0% = ACh EC20, 100% = maximal ACh. activation, % at 3 µM. hit rate 0.088% among 360,000; in the data active = activation above about 19%, passing the limit was not always enough
# Target sequence (P11229 whole entry, looked up): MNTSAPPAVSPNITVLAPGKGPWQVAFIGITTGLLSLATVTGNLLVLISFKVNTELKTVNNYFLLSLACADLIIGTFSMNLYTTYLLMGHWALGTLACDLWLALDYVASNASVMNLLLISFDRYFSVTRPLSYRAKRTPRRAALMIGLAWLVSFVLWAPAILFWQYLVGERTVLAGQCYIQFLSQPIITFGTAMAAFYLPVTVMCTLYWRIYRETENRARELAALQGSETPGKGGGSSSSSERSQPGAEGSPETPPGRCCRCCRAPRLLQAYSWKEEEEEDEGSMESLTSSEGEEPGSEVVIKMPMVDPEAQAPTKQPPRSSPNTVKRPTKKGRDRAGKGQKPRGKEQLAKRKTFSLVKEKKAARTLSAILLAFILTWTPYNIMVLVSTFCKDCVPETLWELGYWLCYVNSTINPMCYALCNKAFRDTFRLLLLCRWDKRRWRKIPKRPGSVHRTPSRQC
# CHRM5 PAM: human M5 muscarinic receptor positive allosteric modulators, primary screen, CHO-K1 cells, Fluo-8 calcium fluorescence; Muscarinic acetylcholine receptor M5 (Homo sapiens), P08912; CHO-K1 hM5, ACh EC20 PAM; 0% = ACh EC20, 100% = ACh EC100; activation, % at 3 µM; hit rate 0.3% among 360,000; AID 624038, 2012;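 active = activation above the run cutoff, the mean activation of all test compounds plus 3 SD, cut at about 18% in these data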
#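 System – CHO-K1 hM5 cells · Compound – 3 µM, single dose · Incubation – compound preincubation 140 s before EC20 acetylcholine addition · Technique – Fluo-8 calcium fluorescence · Measure – Max/basal fluorescence ratio as % of EC20–EC100 ACh window · Benchmarks – low control EC20 acetylcholine (0%), high control EC100 acetylcholine (100%) · Replication – singlicate, one well per test compound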
# CHRM4 antagonist: human M4 muscarinic receptor antagonists, primary screen, CHO cells, Fluo-8 calcium fluorescence; CHO-hM4 cells, ACh EC80; inhibition, % at 3 µM; hit rate 0.73% among 360,000;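 active = inhibition above its plate's cutoff, the mean inhibition of sample wells plus 3 SD, cut at about 27% in these data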;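 also: 0% = acetylcholine EC80 with DMSO and 100% = DMSO without agonist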
# CHRM1 antagonist: human M1 muscarinic receptor antagonists, primary screen, CHO-K1 cells, Fluo-8 calcium fluorescence, 1536-well | AID 588852, 2011 | hit rate 1.3% among 360,000 | Muscarinic acetylcholine receptor M1 (Homo sapiens), P11229 | inhibition, % at 3 µM | CHO-K1 hM1, ACh EC80 antagonist;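 active = percent inhibition above its own plate's cutoff, namely the mean of that plate's compound wells plus 3 SD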;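 also: peak over basal fluorescence ratio during 140 s after agonist addition; 0% = ACh EC80 plus DMSO and 100% = DMSO alone without agonist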
# CRFR2-BP ag: agonists of CRF-BP/CRF-R2 complex, primary screen, cell-based, HEK293, calcium dye fluorescence, uHTS | CRF-binding protein / CRF receptor 2 complex (human) | calcium dye fluorescence (FLIPR); percent of saturating CRF peptide response | activation, % at 13.2 µM | hit rate 0.46% among 350,000;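 active = activation of at least 50%, plus an integration ratio under a set limit after plate pattern correction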;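 also: plate controls were neutral control wells without compound for no effect and CRF at EC100 for full effect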
# CHRM5 antagonist: human M5 muscarinic receptor antagonists, primary screen, CHO cells, Fluo-8 calcium fluorescence; CHO-hM5 cells, ACh EC80; inhibition, % at 3 µM; hit rate 0.59% among 360,000;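 active = inhibition above a per-plate cutoff, the mean of that plate's test compounds plus 3 SD, cut at about 27% in these data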;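 also: 0% = acetylcholine EC80 with DMSO and 100% = DMSO without agonist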
# M4 PAM: human M4 muscarinic receptor positive allosteric modulators, primary screen, CHO-K1 cells, Fluo-8 calcium fluorescence; CHO-K1 hM4/Gqi5, ACh EC20; 0% = ACh EC20, 100% = maximal ACh; activation, % at 3 µM; hit rate 0.4% among 360,000; Muscarinic acetylcholine receptor M4 (Homo sapiens), P08173;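 active = activation above its plate's cutoff, the mean activation of sample wells plus 3 SD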; also: some results filed as inactive read as strong as hits
# * = called active by the depositor; x = no result given.
M5 ag	M4 ag	CHRM1 PAM	CHRM5 PAM	CHRM4 antagonist	CHRM1 antagonist	CRFR2-BP ag	CHRM5 antagonist	M4 PAM	molecule
0	0	10	1	3	-7	-2.3	3	12	Cn1nc(-c2ccccc2)c(C(O)c2ccccc2C(F)(F)F)c1Cl (centres undefined)
0	1	12	0	14	-2	6.6	-3	-1	Cc1cc(OCC(=O)Nc2cnn(CCCC(=O)O)c2)ccc1[N+](=O)[O-]
1	1	5	11	2	-4	1.8	-7	-3	O=C(NC(=S)Nc1nc(-c2cccc([N+](=O)[O-])c2)cs1)c1ccccc1Cl
0	0	3	4	2	2	0.2	-7	-5	COc1ccc(C(C)=O)c(OC(=O)c2ccc(OC)c(OC)c2)c1
-2	2	8	-8	10	-10	0.2	0	-6	CC(NC(=O)Nc1ccccc1C(F)(F)F)C1CCCO1 (centres undefined)
-1	0	16	11	0	-22	20	2	-3	O=C(NCCCn1ccnc1)c1ccc(Cl)cc1
5	4	-1	3	-7	15	-1.3	8	2	CC(=O)Nc1ccccc1OCc1nnc(-c2ccc(Cl)cc2)o1
3	0	7	4	6	-9	2.7	4	3	COc1ccc(-c2csc3ncnc(N4CCN(S(=O)(=O)c5ccc(C)c(C)c5)CC4)c23)cc1
0	0	-3	2	-26	1	-0.8	-2	7	CCC1Oc2ccccc2N(CC(=O)N2CC(C)CC(C)C2)C1=O (centres undefined)
2	0	8	2	-6	-9	0.2	-4	3	CCOC(=O)c1c(NC(=O)CSc2ccccc2C(=O)O)sc(C)c1C
-20	3	-23	-11	24	29	-0.6	6	-16	c1ccc(Cn2c3ccccc3c3nnc(SCCN4CCCCC4)nc32)cc1
10	9	5	-12	-7	-5	1.6	4	0	COc1cc(CCCN2C(=S)NC[C@H]2Cc2ccc(O)cc2)cc(OC)c1OC

# Quoted at random: 4 compounds from above, in no set order.
M5 ag	M4 ag	CHRM1 PAM	CHRM5 PAM	CHRM4 antagonist	CHRM1 antagonist	CRFR2-BP ag	CHRM5 antagonist	M4 PAM	molecule
5	4	-1	3	-7	15	-1.3	8	2	CC(=O)Nc1ccccc1OCc1nnc(-c2ccc(Cl)cc2)o1
3	0	7	4	6	-9	2.7	4	3	COc1ccc(-c2csc3ncnc(N4CCN(S(=O)(=O)c5ccc(C)c(C)c5)CC4)c23)cc1
2	0	8	2	-6	-9	0.2	-4	3	CCOC(=O)c1c(NC(=O)CSc2ccccc2C(=O)O)sc(C)c1C
-20	3	-23	-11	24	29	-0.6	6	-16	c1ccc(Cn2c3ccccc3c3nnc(SCCN4CCCCC4)nc32)cc1

# Continuation:
M5 ag	M4 ag	CHRM1 PAM	CHRM5 PAM	CHRM4 antagonist	CHRM1 antagonist	CRFR2-BP ag	CHRM5 antagonist	M4 PAM	molecule
-2	1	5	3	-3	-4	-1.0	-1	13	COc1ccc(/C=N/n2c(N)c(S(=O)(=O)c3cccs3)c3nc4ccccc4nc32)cc1OC
0	0	0	-4	-3	-8	0.4	15	2	Cc1ccc(-c2cc(-c3ccccc3)nc(NN)n2)cc1
-1	10	-7	-10	3	2	-1.5	6	-12	CC(=O)Nc1ccc(SCC(=O)c2cc(C)n(-c3ccccc3F)c2C)cc1
1	0	1	-3	-6	-5	x	4	-2	CCCS(=O)(=O)NC(=O)C1(C)CCN(C(=O)c2ccc(OC(F)F)cc2)C1 (centres undefined)
-2	2	9	6	2	0	1.0	-3	-3	CC1(c2ccc(C#N)cc2)NC(=O)N(CC(=O)Nc2cc(S(=O)(=O)N3CCOCC3)ccc2Cl)C1=O (centres undefined)
-4	1	2	-1	-1	-4	1.2	8	4	O=C(CCc1nnc2ccc(NCc3ccc(F)cc3)nn12)NC1CCCC1
-2	2	-1	-3	-3	-7	-1.1	5	8	Cc1c(NC(=O)CN2CCN(c3ccc([N+](=O)[O-])cc3)CC2)c(=O)n(-c2ccccc2)n1C
-5	10	-7	-6	19	13	0.9	14	-9	Cc1cccc(S(=O)(=O)N2CCCc3ccccc32)c1
-4	0	-2	-4	3	2	2.2	10	-5	Cc1ccc(NCc2nnc(SCC(=O)N3c4ccccc4Sc4ccccc43)o2)c(C)c1
-9	7	-8	-13	8	10	0.1	16	-9	CCOC(=O)C1(Cc2cccc(OC)c2)CCN(C/C=C/c2ccccc2)CC1
8	15	-12	-17	27*	31	1.0	25	-24	CN(c1ccccc1)S(=O)(=O)c1cccc(NC(=O)CSc2nncs2)c1
-1	2	2	-1	-6	-4	-1.0	7	3	CC1=C(C(=O)N2CCOCC2)CC(CC(=O)NC(c2ccccc2)c2ccccc2)C(=O)N1Cc1ccc(F)cc1 (centres undefined)
0	0	-3	1	5	-1	-0.4	4	-2	C[C@@H]1CCCCO[C@H](CN(C)Cc2ccc(Cl)c(Cl)c2)[C@@H](C)CN([C@H](C)CO)C(=O)c2cc(N(C)C)ccc2O1
-1	0	5	2	6	-6	0.9	-5	-1	CC(C)CC(=O)N1CCN(Cc2cccc(F)c2)CC1
6	15	-13	-15	7	18	-1.8	21	-9	O=[N+]([O-])c1ccc(N2CCN(C(=S)Nc3cccc(F)c3)CC2)cc1
3	2	5	-5	-5	-18	2.9	8	3	Nc1ccc2c(c1)-c1ccc(F)cc1C2=O
-5	2	-1	-4	4	1	-2.4	-2	11	CN(C)CCCNCCCCNC(=O)/C=N/O
2	0	4	-5	-7	-5	10	2	2	COc1ccc(C(=O)Nc2cc(C)c3c(=O)oc4ccccc4c3n2)cc1
4	4	9	1	-9	-37	0.5	10	9	Oc1c(Br)cc(C2N=C(c3ccccc3)NO2)cc1Br (centres undefined)
-2	0	3	2	-2	0	-0.1	13	7	CC(C)CN(C(=O)CN1CCN(c2ccc([N+](=O)[O-])cc2)CC1)c1c(N)n(CC(C)C)c(=O)[nH]c1=O
0	1	-2	-9	-3	-1	-1.3	10	0	Cc1ccccc1NC(=O)Cn1cnc2c(oc3nc4c(cc32)CCCC4)c1=O
-1	11	-4	-3	-26	-8	x	-2	-3	CC1(C(=O)Nc2cnc3ccccc3c2)CCN1Cc1ccc2c(c1)OCCO2 (centres undefined)
0	13	0	-11	-3	-3	-0.2	21	-6	O=[N+]([O-])c1cccc(NC(=S)N2CCN(c3ccccn3)CC2)c1
-3	4	-3	0	2	11	-0.1	4	-1	Cc1ccc(C2CC(C(F)F)n3ncc(C(=O)Nc4cnn(Cc5ccccc5C)c4)c3N2)cc1 (centres undefined)
-2	0	13	1	-2	-10	-0.4	8	8	Cc1ccc(N(CCC#N)C(=O)COC(=O)c2cc(C)no2)cc1
0	1	8	-3	-4	-14	-0.1	5	2	NC(c1ccccc1)c1ccncc1 (centres undefined)
1	0	-6	-6	14	13	-2.6	14	-13	CCOC(=O)CSc1nc2c(c(=O)n1-c1ccc(OCC)cc1)SCC2
1	-1	3	-2	4	-7	0.9	0	-1	CCN(CC)S(=O)(=O)c1ccc(N2C(=O)CC2(/C=C/c2ccccc2)C(=O)NC2CCCC2)cc1 (centres undefined)
-2	3	-8	2	2	0	0.3	11	-5	O=C(CCCSCCCC(=O)NN=Cc1ccccc1)NN=Cc1ccccc1
-1	1	13	7	1	-2	-1.2	-5	7	CCC(Sc1ccccc1C(=O)O)C(=O)O (centres undefined)
2	1	-4	-2	-3	2	0.3	0	2	COc1ccc(N2CC(C)(C)[C@H](CC(=O)Nc3ccccc3)C2=O)cc1
-4	1	15	-2	1	-19	-1.7	4	0	COc1cccc(-c2nc(CS(=O)CC(=O)NCc3ccc(F)cc3)c(C)o2)c1 (centres undefined)
1	3	12	0	4	-16	2.0	0	7	CCOC(=O)c1cnc2c(C(F)(F)F)cccc2c1NCCCN1CCOCC1
1	0	6	3	3	-4	-2.8	-1	4	COC(=O)CN1C(=O)S/C(=C/c2cc(C)n(C)c2C)C1=O
2	0	4	-4	-4	-2	1.4	-7	1	COc1ccc(C2CC(c3cccs3)=NN2C(=O)COC(=O)c2cc3ccccc3cc2O)cc1OC (centres undefined)
-4	-1	-3	-1	5	-5	2.7	5	-8	N#Cc1cc(-c2ccccc2)nc(Oc2ccc(Cl)cc2)n1
-5	0	10	7	-7	-17	-0.3	-8	-1	COc1ccccc1C(=O)N/N=C(\C)CC(=O)Nc1ccc2c(c1)OCCO2
-1	-1	-4	-3	2	-1	0.6	15	-8	CCn1c(SCc2cccc(OC)c2)nc2ccccc2c1=O
-4	1	16	-4	0	-9	3.4	8	-1	Cc1ccc(C(=O)c2cnc3cc4c(cc3c2S(=O)(=O)c2ccccc2)OCCO4)cc1
1	4	14	7	-18	-5	0.6	-17	3	O=C(CCC(=O)Nc1cccc([N+](=O)[O-])c1)N/N=C/c1cccs1
0	6	0	-5	2	2	0.7	0	0	COc1ccc(NC(=O)CN(C)C(=O)c2sc3cc(Cl)ccc3c2Cl)cc1
1	4	-11	1	11	4	-1.0	-9	-1	CCOc1ccc(Br)cc1S(=O)(=O)Nc1ccc(C(=O)OCC(=O)N(C)c2ccccc2)cc1
4	1	x	4	-8	x	x	-3	7	COC(=O)C[C@H]1C=C[C@H](NC(=O)Cc2ccccc2)[C@@H](CO)O1
1	-2	9	0	-18	-2	-2.4	14	7	CCN1C(=O)[C@H]2[C@@H](c3ccc(Cl)cc3)N3C(=O)CN(CCOC)C(=O)[C@@]3(Cc3ccccc3)[C@H]2C1=O
0	0	4	-1	-2	-22	-0.6	-3	-3	COC(=O)c1ccccc1NC(=O)CN(c1ccccc1)S(=O)(=O)N(C)C
-2	1	3	-2	1	-5	-2.7	6	5	Cc1cccc(C)c1NC1=C(Cl)C(=O)OC1OC(C)C (centres undefined)
2	1	x	2	0	x	x	-4	6	CCOC(=O)C1=NOC2(C1)C(=O)Nc1ccc(OC)cc12 (centres undefined)
-4	3	-2	0	-16	5	3.0	1	-2	O=C(CCc1nc2ccccc2c(=O)[nH]1)Nc1cccc(S(=O)(=O)N2CCCCC2)c1
-5	-1	0	-5	5	2	2.6	12	-12	COc1cccc(CN(C)C(c2ccccc2)c2ccccc2)c1OC
0	1	5	3	-13	-2	-0.2	-10	5	O=c1oc2ccccc2cc1-c1cn2cccnc2n1
0	0	2	3	-6	1	2.4	-5	-1	Cn1c(SCC(=O)C(C)(C)C)nnc1-c1cccnc1
2	-2	8	9	2	-11	-2.9	-10	12	CCOc1ccc(CCNC(=O)c2nnn(CC(=O)Nc3ccc(C)cc3)c2N)cc1OCC
3	0	5	-4	-6	-3	1.2	4	2	CC(=O)N1CCN(C(=O)c2ccc(Cl)c(S(=O)(=O)N3CC(C)OC(C)C3)c2)CC1 (centres undefined)
-4	3	3	-3	6	1	2.0	5	0	CC(C)C(NS(=O)(=O)c1ccccc1)C(=O)OCc1cc([N+](=O)[O-])cc2c1OCOC2 (centres undefined)
